# D2 antagonist – antagonizes the human D2 dopamine receptor. HEK293 TREx D2 cells, calcium flux, dopamine EC80. inhibition, % at 10 µM. 340,000 compounds, 2% hits. AID 485344; in the data active = inhibition above about 30%; also: 0% is about no effect
#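 Antagonism is scored as inhibition of an EC80 dopamine-evoked calcium signal in a force-coupled, tetracycline-inducible HEK293 T-REx D2 line, with compound present 180 s before agonist.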
# D2 potentiator – positively modulates the human D2 dopamine receptor allosterically | HEK293 T-REx D2, calcium flux, EC20 dopamine potentiation | AID 485347 | potentiation, % at 10 µM | 340,000 compounds, 0.34% hits;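 active = potentiation over 3 SD above the plate norm, cut at about 30% in these data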; also: 0% is about no effect
#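 Tetracycline-induced HEK293 T-REx cells force-coupled to calcium signalling expressed D2; compounds were pin-added after a 10 s baseline, read kinetically 180 s, then an EC20 dopamine challenge followed with a further 180 s calcium read.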
# RXFP1 antagonist – RXFP1 (human) relaxin receptor antagonism | Q9HBX9 | HEK293-RXFP1, relaxin-stimulated cAMP HTRF, 30 min; active compounds read low | activity change, negative = inhibition, % at 57.5 µM | 350,000 compounds, 0.59% hits;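 active = activity change of -60% or lower, but not beyond a set lower limit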; also: % is scaled to controls: 0 for no effect and ±100 for the full control effect
# Target sequence (Q9HBX9 whole entry, looked up): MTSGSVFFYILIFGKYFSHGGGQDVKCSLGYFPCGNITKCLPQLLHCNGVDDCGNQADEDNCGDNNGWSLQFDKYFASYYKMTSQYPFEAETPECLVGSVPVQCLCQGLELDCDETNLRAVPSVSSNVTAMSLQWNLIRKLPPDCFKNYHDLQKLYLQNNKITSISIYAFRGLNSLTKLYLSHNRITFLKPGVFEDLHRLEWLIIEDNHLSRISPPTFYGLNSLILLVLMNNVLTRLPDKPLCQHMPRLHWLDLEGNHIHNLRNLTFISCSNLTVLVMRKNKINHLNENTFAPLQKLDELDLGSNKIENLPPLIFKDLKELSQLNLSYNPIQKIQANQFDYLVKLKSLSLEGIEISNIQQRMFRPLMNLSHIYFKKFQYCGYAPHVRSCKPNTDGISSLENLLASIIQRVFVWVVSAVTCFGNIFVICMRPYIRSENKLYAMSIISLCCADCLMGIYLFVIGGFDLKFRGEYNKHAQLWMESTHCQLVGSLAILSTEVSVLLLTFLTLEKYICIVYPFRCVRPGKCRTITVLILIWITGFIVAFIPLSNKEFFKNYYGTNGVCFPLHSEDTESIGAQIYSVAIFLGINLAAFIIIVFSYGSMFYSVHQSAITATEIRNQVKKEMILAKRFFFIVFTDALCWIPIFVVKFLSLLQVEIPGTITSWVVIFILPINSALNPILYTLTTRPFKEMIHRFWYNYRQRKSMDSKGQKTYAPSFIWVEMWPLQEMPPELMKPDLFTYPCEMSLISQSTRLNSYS
# D1 antag – human D1 dopamine receptor antagonism. activity change, negative = inhibition, % at 10 µM. P21728. 360,000 compounds, 3.2% hits. HEK293 TREx D1 cells, calcium flux, dopamine EC80; active compounds read low; in the data active = activity change below about -30%; also: % is scaled to controls: 0 for no effect and ±100 for the full control effect
#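 Tetracycline-induced HEK293 T-REx cells with force-coupled D1 receptor were loaded with a no-wash calcium dye. Compound was added after a 10 s baseline and read kinetically for 180 s; EC80 dopamine was then added and calcium flux followed another 180 s.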
# D1 PAM – potentiators of human D1 dopamine receptor | P21728 | HEK293 TREx D1 cells, calcium flux, dopamine EC20 potentiation | potentiation, % at 10 µM | 360,000 compounds, 0.036% hits | AID 504651; in the data active = potentiation above about 30%; also: 0% is about no effect
# D2 agonist – D2 dopamine receptor (human) agonism | 340,000 compounds, 0.53% hits | P14416 | activation, % at 2 µM | HEK293 T-REx D2 cells, calcium flux agonist mode;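 active = activation over 3 SD above normal in the single-dose calcium agonist read, cut at about 30% in these data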; also: 0% is about no effect
#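 In this primary screen, compounds producing a positive calcium signal within 180 s of addition to tetracycline-induced, force-coupled HEK293 Trex D2 cells are flagged; cells are dye-loaded with a no-wash calcium kit beforehand.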
# TRHR PAM – allosterically enhances the human TRH receptor; TRHR cells, fluo-8 calcium fluorescence, EC20 TRH enhancement; enhancement, % at 2 µM; P34981; 360,000 compounds, 0.66% hits; in the data active = enhancement above about 30%; also: 0% is about no effect
#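 Enhancer read-out: after compound pinning and an initial kinetic agonist-mode read, an EC20 of TRH (10 nM final) was injected and fluo-8 calcium signal (Ex 480/Em 530) followed at 1 s/cycle for 100 cycles in TRHR-expressing cells.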
# D1 agonist – human D1 receptor agonism; P21728; HEK293 T-REx D1 cells, calcium flux, agonist mode; activation, % at 2 µM; 360,000 compounds, 1% hits; AID 504660; also: 0% is about no effect
#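 Agonism was scored from calcium flux recorded over 180 s (1 read/s) after pintool compound addition, following a 10-cycle baseline. Cells were inducible force-coupled HEK293 TREx D1, plated overnight at 30 C and loaded with no-wash calcium dye.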
# TRHR ag – TRH receptor (human) agonism; TRHR cells, calcium flux fluo-8, FDSS agonist mode; activation, % at 2 µM; 360,000 compounds, 0.18% hits; P34981; also: 0% is about no effect
#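 Agonist-mode FDSS calcium read (Ex 480/Em 530, 1 s cycles) in 1536-well TRHR cells with fluo-8 dye, after 10-cycle baseline and 23 nL compound addition; TRH at EC20 (10 nM final) added afterwards for the enhancer phase.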
# * marks the source's active call; other numbers are inactive results; . = no result given. Rule as the data show it, unless noted: active = activation above about 30%; inactive = the rest.
No.	molecule	D2 agonist	TRHR ag	D1 antag	D1 PAM	D1 agonist
1	COc1ccc(C(=O)COC(=O)C(C(C)C)N2C(=O)C3C4C=CC(C4)C3C2=O)cc1 (centres undefined)	0.4	0.4	-59*	2	3
2	CCN(Cc1ccccc1)Cc1c(O)ccc2c(=O)c(-c3ccc(Cl)cc3)coc12	-0.5	0.1	8	3	-1
3	CC(NC(=O)c1ccccc1)C(=O)N/N=C/c1cccc([N+](=O)[O-])c1 (centres undefined)	1.9	0.2	-15	-6	1
4	O=C(NC(=S)NCCCN1CCOCC1)c1ccco1	0.1	-1.0	6	4	2
5	Cc1ccc(CNC(=O)COC(=O)C2CCN(S(=O)(=O)c3cccs3)CC2)cc1	1.6	-0.5	-15	-2	4
6	CCN(CC)CCn1c(=S)[nH]c2cc(C(=O)N3CC(C)CC(C)C3)ccc2c1=O (centres undefined)	0.9	-0.9	-6	3	0
7	CCCN(C(=O)c1cc(CC)c(C)s1)c1c(N)n(Cc2ccccc2)c(=O)[nH]c1=O	0.0	0.5	14	0	0
8	Cc1ccc(C(=O)OCc2nc3ccsc3c(=O)[nH]2)o1	-0.4	-0.8	-9	-7	2
9	COc1ccc(CCNCc2csc3nc4ccccc4n23)cc1OC	-0.8	-0.2	0	3	2
10	Cc1ccc(CCNC(=O)c2cccc(N3CCCC3=O)c2)cc1	-0.3	-0.4	-4	-7	0

No.	TRHR PAM	D2 antagonist	RXFP1 antagonist	D2 potentiator
1	-2	21	-2	-7
2	7	.	-1	-2
3	16	4	2	-1
4	-1	-18	1	5
5	-4	8	17	-2
6	0	-13	-25	14
7	-7	-13	-2	4
8	-3	-9	-17	-2
9	1	7	-6	4
10	4	0	6	10

# Further structures
No.	molecule	D2 agonist	TRHR ag	D1 antag	D1 PAM	D1 agonist
11	O=C(CSc1ccccn1)Nc1cccc(NC(=O)CSc2ccccn2)n1	0.4	-0.7	4	-6	2
12	COc1ccc2c3c(cccc13)OCC2=O	0.1	0.5	-11	-4	2
13	COC(=O)CN=Cc1c(C)[nH]n(-c2ccccc2)c1=O	1.1	0.0	15	-2	0
14	Clc1ccccc1CSc1nncn1-c1cccnc1	.	-1.0	0	-14	5
15	Cc1ccc2c(c1)C(=O)C(=O)N2CC1COc2ccccc2O1 (centres undefined)	-0.3	0.9	0	-7	-1
16	CC1=C(C#N)C(C)C2=C(CC(C)(C)CC2=O)N1 (centres undefined)	-0.6	0.6	-15	-7	5
17	Cc1cc(C)n(-c2ccc(C(=O)OCc3nnc(-c4ccccc4)o3)cc2)n1	-1.2	0.0	-2	-8	2
18	Nc1c(C(=O)Nc2ccccc2)sc2nc3c(c(-c4ccco4)c12)CCC3	1.3	1.0	4	0	2
19	CCNC(=S)Nc1scc(-c2ccccc2)c1C(=O)OCC	0.3	-0.7	15	0	10
20	CCOc1ccccc1NC(=O)COC(=O)c1cnc(C)cn1	.	0.6	7	2	2

No.	TRHR PAM	D2 antagonist	RXFP1 antagonist	D2 potentiator
11	4	-19	11	0
12	-2	7	-3	-7
13	-2	-25	-12	-3
14	-1	.	.	.
15	0	-4	-9	18
16	-6	-10	-1	-6
17	2	-2	4	-6
18	-6	6	3	-5
19	-2	-7	-15	-5
20	5	.	1	.

# (further entries)
No.	molecule	D2 agonist	TRHR ag	D1 antag	D1 PAM	D1 agonist
21	O=C(c1cc2ccccc2oc1=O)N1CCN(C(=O)C2CCCO2)CC1 (centres undefined)	1.2	0.3	-1	5	1
22	c1ccc(COn2nnc3ccccc32)c(COn2nnc3ccccc32)c1	1.1	0.0	2	-2	8
23	CCN1CCc2nc(NC(=O)c3cc(F)c(F)cc3Cl)sc2C1	0.2	0.1	-2	-4	2
24	CCOC(=O)c1cc(-c2ccc(F)cc2)n(CC(=O)NC2CCCCCC2)c1C	0.4	-0.2	-2	-4	0
25	COc1ccc(S(=O)(=O)N(CC(=O)N2CCOCC2)c2ccc(F)cc2)cc1OC	0.1	0.3	1	-2	3
26	CC1Cc2ccccc2N1C(=S)NC1CCCC1 (centres undefined)	.	1.0	-18	3	4
27	Cc1onc(-c2c(F)cccc2Cl)c1C(=O)Nc1ccc(Cl)c(S(=O)(=O)N(C)C)c1	-0.8	0.5	2	-14	5
28	COc1ccc(-c2cc(C(=O)Nc3cc(Cl)ccc3OC)no2)cc1	0.3	0.1	-6	-7	6
29	CCOC(=O)C1CCCN(C(=O)c2ccc3nc(-c4ccc(OC)c(OC)c4)c(-c4ccc(OC)c(OC)c4)nc3c2)C1 (centres undefined)	-0.8	-0.3	-1	-1	4
30	Cn1cnnc1Sc1ccc(CN2CCN(C3CCCC3)C(CCO)C2)o1 (centres undefined)	-0.5	-0.5	5	4	3

No.	TRHR PAM	D2 antagonist	RXFP1 antagonist	D2 potentiator
21	0	19	-23	18
22	-8	8	-21	-6
23	2	1	7	-6
24	0	.	8	-7
25	1	25	18	6
26	0	.	-4	.
27	7	6	0	10
28	5	3	-3	-4
29	3	-18	0	11
30	8	-6	-7	20

# Next part.
No.	molecule	D2 agonist	TRHR ag	D1 antag	D1 PAM	D1 agonist
31	Nc1c(S(=O)(=O)c2cc(Cl)ccc2Cl)c2nc3ccccc3nc2n1CCN1CCOCC1	1.6	1.2	16	1	1
32	O=C(/C=C/C=C/c1ccccc1)c1ccco1	-0.5	-0.3	4	-2	1
33	CCN(CC)CCNC(=S)Nc1ccc(Cl)cc1	-0.3	0.4	-1	-3	12
34	CCn1nnnc1SCC(=O)Nc1ccc2c(c1)OCCO2	-0.3	0.6	-6	-6	3
35	COc1ccccc1CCNC(=O)C(=O)NCC1OCCN1C(=O)c1ccc(Cl)cc1 (centres undefined)	-0.6	-0.9	26	-3	2
36	Cc1cccc(N(CC(=O)NCCSCc2ccccc2)S(C)(=O)=O)c1C	-0.8	-1.2	8	-4	0
37	CCOC(=O)CN1C(=O)S/C(=C/c2cccc([N+](=O)[O-])c2O)C1=O	-0.4	1.3	0	-12	6
38	Cc1ccc(CNC(=O)C2C3C=CC(C3)C2C(=O)O)cc1 (centres undefined)	-0.3	-0.4	-12	-4	8
39	Cc1ccc(-n2nc3c(=O)n(CC(=O)NCc4ccco4)nc(C)c3c2C)cc1	-0.9	-1.1	-34*	-2	2
40	CCN(CC(=O)Nc1ccc(NC(C)=O)cc1)C(=O)/C=C/c1cccs1	0.7	0.1	9	-7	2

No.	TRHR PAM	D2 antagonist	RXFP1 antagonist	D2 potentiator
31	-2	-11	-10	-18
32	6	5	10	10
33	0	-8	6	-20
34	-3	20	-11	1
35	-4	8	-6	1
36	-6	5	-12	4
37	10	7	-4	3
38	-3	2	-6	8
39	0	.	-12	7
40	10	-6	-11	12

# Next part, starting with the last 3 of the part before.
No.	molecule	D2 agonist	TRHR ag	D1 antag	D1 PAM	D1 agonist
38	Cc1ccc(CNC(=O)C2C3C=CC(C3)C2C(=O)O)cc1 (centres undefined)	-0.3	-0.4	-12	-4	8
39	Cc1ccc(-n2nc3c(=O)n(CC(=O)NCc4ccco4)nc(C)c3c2C)cc1	-0.9	-1.1	-34*	-2	2
40	CCN(CC(=O)Nc1ccc(NC(C)=O)cc1)C(=O)/C=C/c1cccs1	0.7	0.1	9	-7	2
41	O=C(O)CC1(c2ccc(F)cc2)C2CC3CC(C2)CC1C3 (centres undefined)	.	0.1	-6	-3	10
42	CC(C)c1ccc(NC(=O)c2cc(S(=O)(=O)NCCc3ccccc3)ccc2F)cc1	-0.4	0.7	8	-2	3
43	CCc1ccc(-c2nc(-c3cc4ccccc4oc3=O)sc2C)cc1	2.0	0.2	17	-1	5
44	O=C(CCc1c[nH]c2ccccc12)N=Nc1c(O)[nH]c2ccccc12	-3.2	-0.4	-44*	-12	0
45	O=C(CSc1nc(=O)n(CCCN2CCOCC2)c2c1CCC2)Nc1ccc(F)cc1F	0.7	0.2	1	8	3
46	O=C(Nc1ccc(Cl)c(-c2nc3ccccc3[nH]2)c1)c1cccnc1	0.4	-0.5	-2	-9	1
47	COCCNC(=O)C(c1ccncc1)N(Cc1ccccc1)C(=O)Cn1nnc2ccccc21 (centres undefined)	0.1	0.6	3	-2	3
48	O=C1CN(C(=O)NCC(=O)N[C@@H](C(=O)O)c2ccccc2)c2ccccc2N1	-1.0	-1.0	-8	2	5
49	CCOC(=O)c1cc(S(=O)(=O)Nc2cc(OC)ccc2OC)[nH]n1	0.5	-0.2	11	-2	2
50	CC1=NNC(=O)C1Cc1ccc(F)cc1 (centres undefined)	0.4	0.2	-10	-4	2

No.	TRHR PAM	D2 antagonist	RXFP1 antagonist	D2 potentiator
38	-3	2	-6	8
39	0	.	-12	7
40	10	-6	-11	12
41	4	.	4	2
42	3	.	-3	-2
43	3	.	-10	1
44	1	-15	-1	0
45	-8	25	5	-19
46	0	8	-9	-10
47	2	-19	-2	0
48	6	14	-19	-2
49	0	.	.	-8
50	-5	5	-14	0

# Next part.
No.	molecule	D2 agonist	TRHR ag	D1 antag	D1 PAM	D1 agonist
51	O=C(Nc1ccccc1Cl)c1ccc2c(=O)n3c(nc2c1)CCC3	0.2	1.9	-10	-1	1
52	Clc1ccc(-c2nn3c(-c4ccccn4)nnc3s2)c(Cl)c1	-0.3	0.3	-1	0	-1
53	COc1ccc(CCNC(=O)C2CC(=O)N(C3CCCC3)C2)cc1OC (centres undefined)	0.3	-0.7	6	-5	3
54	COc1cc(/C=N/NC(=O)c2ccccn2)cc2c1OCO2	-0.2	-0.3	-11	-4	2
55	CC12CCC(=O)N1C(C(=O)OCC(=O)Nc1ccc(Cl)c(Cl)c1)CS2 (centres undefined)	1.4	1.0	-27	-5	11
56	CCC(C)(O)c1[nH]c2ccc(C(F)(F)F)cc2c1C (centres undefined)	-0.1	2.4	11	-4	5
57	Cc1cc(C(=O)N2CCN(C/C=C/c3ccccc3)CC2)cs1	0.7	-0.1	2	-2	8
58	Cc1c(Cl)cccc1N(CC(=O)N1CCCCCC1)S(C)(=O)=O	-0.3	-0.5	-15	3	1
59	CCOCCCNC(=O)c1cn(C)c2ccc(S(=O)(=O)N3CCCC3)cc2c1=O	0.0	-0.2	10	-3	4
60	COCC(=O)N1CCC(Oc2ccc(C(=O)N(C)C(C)c3ccon3)cc2)CC1 (centres undefined)	-0.2	1.3	0	6	1
61	O=S(=O)(c1cccc(C(F)(F)F)c1)N1CCN(c2ccccc2)CC1	0.4	0.4	.	-1	-3
62	CN(Cc1ccccc1)S(=O)(=O)c1ccc(Cl)c(C(=O)NCc2ccncc2)c1	-0.3	-0.5	7	-3	12
63	CCN(Cc1ccccc1)C(=O)c1oc2ccc(C)cc2c1C	-1.7	-0.5	-1	1	6

No.	TRHR PAM	D2 antagonist	RXFP1 antagonist	D2 potentiator
51	7	-4	-8	7
52	1	-6	.	-2
53	5	-4	-20	5
54	1	-9	-24	1
55	-4	-10	-8	-2
56	-3	-14	.	8
57	-5	-6	-4	.
58	2	-7	-15	-1
59	-3	-6	-13	-2
60	5	-1	4	0
61	3	3	3	7
62	26	-16	-3	19
63	8	8	-24	12

# From PubChem BioAssay

# Compounds as they come. About 7.1% of those tested had a hit in this group.
